zVAD death inh: L929 zVAD cell death inhibition. L929 zVAD necroptosis rescue, ATP luminescence, 24 h; with zVAD 60 µM. viability rescue, % at 10 µM. 0.38% of 220,000 active. AID 1377;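 active = activation, scaled between plate controls, above about 75%, limit read from the data; inactive = activation under that limit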;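 also: 0% = zVAD with DMSO and 100% = DMSO alone without zVAD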
Runt-SMMHC FRET: inhibitors of human RUNX1 Runt domain binding to CBFb-SMMHC; inhibition, % at 20 µM; Cerulean-Runt/Venus-CBFb-SMMHC FRET ratio 530/480, 1 h; Q01196+Q13951; 0.74% of 220,000 active;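 active = mean inhibition across duplicate retests at 20 µM reaching about 50%, limit read from the data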;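 also: 0% = DMSO wells and 100% = wells with excess untagged CBFb-SMMHC; inhibitors lower the FRET ratio by blocking Runt binding to CBFb-SMMHC; some results filed as inactive read as strong as hits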
EBV gp42 inh: EBV gp42 inhibition; Fluorescence polarization binding assay, mP read-out; inhibition, % (tested at 21.74 µM); 0.42% of 220,000 active; in the data active = inhibition above about 50%
14-3-3 Bad inh: disrupts binding of bovine 14-3-3 zeta to phospho-Bad peptide; P63103; TR-FRET 14-3-3zeta/Dy647-pBad peptide displacement, 1 h; inhibition, % at 21.7 µM; 0.71% of 220,000 active; AID 781;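 active = inhibition above about 70%, limit read from the data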;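 also: 0% = full 14-3-3 plus peptide FRET controls and 100% = background without 14-3-3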
Target sequence (P63103 whole entry, looked up): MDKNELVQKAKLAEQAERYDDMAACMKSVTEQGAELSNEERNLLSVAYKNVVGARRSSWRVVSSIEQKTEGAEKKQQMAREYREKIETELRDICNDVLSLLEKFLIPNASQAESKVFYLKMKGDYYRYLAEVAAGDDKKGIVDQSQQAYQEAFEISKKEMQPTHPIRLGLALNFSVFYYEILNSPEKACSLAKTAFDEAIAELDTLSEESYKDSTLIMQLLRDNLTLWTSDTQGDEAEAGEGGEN
p47phox inh: inhibitors of human p47phox binding; p47phox/p22phox peptide binding, fluorescence polarization, 2 h; 0.53% of 220,000 active; AID 1274; inhibition, % at 24.7 µM;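 active = inhibition above about 30%, limit read from the data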;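 also: 0% = p47phox with labelled peptide and 100% = labelled peptide alone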
Hck Nef HTS: inhibitors of human Hck kinase activated by Nef | P08631 | Recombinant Hck-YEEI plus Nef, Z-Lyte FRET kinase assay | inhibition, % at 20 µM | 0.68% of 220,000 active;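 active = Hck-Nef kinase inhibition above about 50%, limit read from the data; inactive = inhibition below that limit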;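 also: 0% = DMSO with Hck plus Nef and 100% = Hck alone without Nef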
Target sequence (P08631 whole entry, looked up): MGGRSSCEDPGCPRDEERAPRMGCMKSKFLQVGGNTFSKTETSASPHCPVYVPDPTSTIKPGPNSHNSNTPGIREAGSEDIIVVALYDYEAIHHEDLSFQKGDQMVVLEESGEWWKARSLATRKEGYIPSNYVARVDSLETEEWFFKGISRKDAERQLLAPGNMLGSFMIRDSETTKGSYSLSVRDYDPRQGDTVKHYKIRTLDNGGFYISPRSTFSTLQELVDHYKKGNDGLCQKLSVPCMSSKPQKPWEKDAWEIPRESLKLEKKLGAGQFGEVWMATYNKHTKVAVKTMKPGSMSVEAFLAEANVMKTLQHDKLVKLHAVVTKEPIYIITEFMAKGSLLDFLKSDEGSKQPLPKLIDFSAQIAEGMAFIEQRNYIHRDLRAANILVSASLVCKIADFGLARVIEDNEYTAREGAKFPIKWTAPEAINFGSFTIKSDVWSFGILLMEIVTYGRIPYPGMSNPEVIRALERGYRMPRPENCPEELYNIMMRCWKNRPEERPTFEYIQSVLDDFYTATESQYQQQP
Runt-CBFb FRET: blocks binding of human RUNX1 Runt domain to CBFb; Q01196+Q13951; Cerulean-Runt/Venus-CBFb FRET ratio 530/480, 1 h; inhibition, % at 20 µM; 0.46% of 220,000 active; AID 1496;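 active = inhibition over about 50% at 20 µM in the single-dose screen, limit read from the data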;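 also: 0% = DMSO wells and 100% = excess unlabeled CBFb competitor control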
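Measured by: fluorescence energy transfer, 422 nm excitation, 530/480 nm emission; test system: Cerulean-tagged RUNX1 Runt domain (FRET donor) fusion protein; buffer or medium: Tris pH 7.5 buffer with BSA; compound: one dose, 20 µM compound, 1% DMSO; times: two 1 h room-temperature incubations shielded from light; benchmarks: unlabeled CBFb 5 µM, positive control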
Tb hexokinase: blocks Trypanosoma brucei hexokinase 1 activity; recombinant TbHK1, G6PDH-coupled NADH A340; 0.11% of 220,000 active; inhibition, % at 10 µM; AID 1430;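 active = inhibition of 50% or more in the single-dose primary screen; inactive = inhibition below 50%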
MDM2 E3 inh: inhibitors of human Mdm2 E3 ubiquitin ligase | Q00987 | cell-based MDM2 ubiquitination luciferase reporter, 2 h; 0 = plate control, 100 = twice control, blank-subtracted | signal enhancement, % at 5 µM | 0.11% of 210,000 active | AID 1230;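 active = signal enhancement of 30% or more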;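 also: luminescence tracks abundance of the self-degrading MDM2-luciferase fusion protein; higher signal means inhibition of MDM2 E3 ligase activity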
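Assay system: stable mammalian line carrying autodegrading MDM2–luciferase fusion reporter; Input: 2000 cells in each well; Compound dosing: single-point 5 µM; Schedule: 2 h compound exposure at 37 °C; Signal: SteadyLite luciferase luminescence after 15 min room-temperature reagent incubation; Evaluation: % luminescence enhancement versus blank-corrected plate control mean; Benchmarks: plate controls and plate blanks.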
Numbers without * were called inactive; & = joins results of further samples; [ ] = dose if it differs, or a comment.

How did CN(C)CCCC1(c2ccc(F)cc2)OCc2cc(C#N)ccc21 (configuration not stated) do in these assays?
zVAD death inh: 0.3; Runt-SMMHC FRET: 2&2; EBV gp42 inh: 3&-5; 14-3-3 Bad inh: 6&2; p47phox inh: -2&-4; Hck Nef HTS: 5; Runt-CBFb FRET: -1&0; Tb hexokinase: -7

What do the screens show for `CC(=O)Nc1ccc(CC(=O)O)cc1`?
Runt-SMMHC FRET: -8; EBV gp42 inh: -5; 14-3-3 Bad inh: 1; p47phox inh: -2; Runt-CBFb FRET: 0

How did C1COC(NC(C2CC2)C2CC2)=N1 do in these assays?
zVAD death inh: 4.1; Runt-SMMHC FRET: 1; EBV gp42 inh: -13; 14-3-3 Bad inh: 0; p47phox inh: -7; Hck Nef HTS: -3; Runt-CBFb FRET: -5; Tb hexokinase: 2

What do the screens show for `Cc1ccc(N(CC2=NCCN2)c2cccc(O)c2)cc1`?
zVAD death inh: -0.3&-1.4&-0.8; Runt-SMMHC FRET: 1&-2; EBV gp42 inh: -10&-5&3; 14-3-3 Bad inh: -8&2&-8; p47phox inh: -22&1&-4; Hck Nef HTS: -1&-3&-3; Runt-CBFb FRET: 1&3; Tb hexokinase: 4&5&0; MDM2 E3 inh: -32

How did CNCCCN1c2ccccc2CCc2ccccc21 do in these assays?
zVAD death inh: 4.8; Runt-SMMHC FRET: 13; EBV gp42 inh: -2; 14-3-3 Bad inh: -1; p47phox inh: -7; Hck Nef HTS: -1; Runt-CBFb FRET: -2; Tb hexokinase: 7

Results for COc1ccc(C[C@H]2COC(=O)[C@@H]2Cc2ccc(OC3OC(CO)C(O)C(O)C3O)c(OC)c2)cc1OC (some centres not stated) ?
zVAD death inh: 5.7; Runt-SMMHC FRET: 0; EBV gp42 inh: -4; 14-3-3 Bad inh: -13; p47phox inh: 0; Hck Nef HTS: -1; Runt-CBFb FRET: -2; Tb hexokinase: 1

How did O=c1oc2c(O)c(O)cc3c(=O)oc4c(O)c(O)cc1c4c23 do in these assays?
zVAD death inh: 0.5; Runt-SMMHC FRET: 46; EBV gp42 inh: 86*; 14-3-3 Bad inh: 98*[fluorescence artefact?]; p47phox inh: -37; Hck Nef HTS: 4; Runt-CBFb FRET: 36; Tb hexokinase: 66*

How did CCCCCC(=O)O[C@]1(C(C)=O)CC[C@H]2[C@@H]3CCC4=CC(=O)CC[C@]4(C)[C@H]3CC[C@@]21C do in these assays?
zVAD death inh: 0.0; Runt-SMMHC FRET: -5; EBV gp42 inh: 0; 14-3-3 Bad inh: -5; p47phox inh: 3; Hck Nef HTS: 0; Runt-CBFb FRET: -12; Tb hexokinase: 8

What do the screens show for `CCn1cc(C(=O)O)c(=O)c2cnc(N3CCNCC3)nc21`?
zVAD death inh: 2.3; Runt-SMMHC FRET: 3; EBV gp42 inh: 5; 14-3-3 Bad inh: -4; p47phox inh: -2; Hck Nef HTS: -1; Runt-CBFb FRET: -1; Tb hexokinase: -14

Results for CC(=O)CCCCn1c(=O)c2c(ncn2C)n(C)c1=O ?
zVAD death inh: -0.1; Runt-SMMHC FRET: 0&-2; EBV gp42 inh: -2&-5; 14-3-3 Bad inh: 6&0; p47phox inh: -9&3; Hck Nef HTS: -1; Runt-CBFb FRET: -1&0; Tb hexokinase: 2; MDM2 E3 inh: -11

Results for O=C(O)c1cccnc1Nc1cccc(C(F)(F)F)c1 ?
zVAD death inh: 5.2; Runt-SMMHC FRET: 2; EBV gp42 inh: -5; 14-3-3 Bad inh: 7; p47phox inh: -6; Hck Nef HTS: -3; Runt-CBFb FRET: -2; Tb hexokinase: -3

How did O=C(O)CCC(=O)c1ccc(-c2ccccc2)cc1 do in these assays?
zVAD death inh: 1.6; Runt-SMMHC FRET: 3; EBV gp42 inh: -6; 14-3-3 Bad inh: 3; p47phox inh: -6; Hck Nef HTS: -1; Runt-CBFb FRET: 1; Tb hexokinase: 13

Looked up one by one from the list above (two):
Results for CC(=O)CCCCn1c(=O)c2c(ncn2C)n(C)c1=O ?
zVAD death inh: -0.1; Runt-SMMHC FRET: 0&-2; EBV gp42 inh: -2&-5; 14-3-3 Bad inh: 6&0; p47phox inh: -9&3; Hck Nef HTS: -1; Runt-CBFb FRET: -1&0; Tb hexokinase: 2; MDM2 E3 inh: -11

How did CNCCCN1c2ccccc2CCc2ccccc21 do in these assays?
zVAD death inh: 4.8; Runt-SMMHC FRET: 13; EBV gp42 inh: -2; 14-3-3 Bad inh: -1; p47phox inh: -7; Hck Nef HTS: -1; Runt-CBFb FRET: -2; Tb hexokinase: 7

The main list resumes, starting two compounds before the break.
Results for O=C(O)c1cccnc1Nc1cccc(C(F)(F)F)c1 ?
zVAD death inh: 5.2; Runt-SMMHC FRET: 2; EBV gp42 inh: -5; 14-3-3 Bad inh: 7; p47phox inh: -6; Hck Nef HTS: -3; Runt-CBFb FRET: -2; Tb hexokinase: -3

How did O=C(O)CCC(=O)c1ccc(-c2ccccc2)cc1 do in these assays?
zVAD death inh: 1.6; Runt-SMMHC FRET: 3; EBV gp42 inh: -6; 14-3-3 Bad inh: 3; p47phox inh: -6; Hck Nef HTS: -1; Runt-CBFb FRET: 1; Tb hexokinase: 13

How did CCCCNc1ccc(C(=O)OCCN(C)C)cc1 do in these assays?
zVAD death inh: 2.0; Runt-SMMHC FRET: 3; EBV gp42 inh: -2; 14-3-3 Bad inh: -2; p47phox inh: -5; Hck Nef HTS: -2; Runt-CBFb FRET: -1; Tb hexokinase: -61

Results for C/C=C/C(=O)N(CC)c1ccccc1C ?
Runt-SMMHC FRET: -1; EBV gp42 inh: -12; 14-3-3 Bad inh: 3; p47phox inh: -13; Runt-CBFb FRET: -1

What do the screens show for `C=CC[n+]1ccc(/C=C2\C=Cc3cc(C)ccc3N2CC)c2ccccc21`?
zVAD death inh: -1.4; Runt-SMMHC FRET: 6; EBV gp42 inh: -38; 14-3-3 Bad inh: -7; p47phox inh: -122; Hck Nef HTS: 3; Tb hexokinase: -6; MDM2 E3 inh: -62

How did COc1ccc(C2CNC(=O)C2)cc1OC1CCCC1 (configuration not stated) do in these assays?
zVAD death inh: 11; Runt-SMMHC FRET: 3&-6; EBV gp42 inh: -10&-4&-21; 14-3-3 Bad inh: -1&-3&1; p47phox inh: -7&5&-14; Hck Nef HTS: 2; Runt-CBFb FRET: -2&-1; Tb hexokinase: 2

What do the screens show for `C/C=C(/C)C(=O)OC(C)(C)[C@@H]1Cc2c(ccc3ccc(=O)oc23)O1`?
zVAD death inh: 4.8; Runt-SMMHC FRET: 3; EBV gp42 inh: -1; 14-3-3 Bad inh: 2; p47phox inh: -2; Hck Nef HTS: -2; Runt-CBFb FRET: -4; Tb hexokinase: -10

Results for COc1cc2ncnc(Nc3cccc(Cl)c3)c2cc1OC ?
Runt-SMMHC FRET: 3; EBV gp42 inh: -10; 14-3-3 Bad inh: 4; p47phox inh: -27; Runt-CBFb FRET: 1

What do the screens show for `CCCc1nc(C(C)(C)O)c(C(=O)O)n1Cc1ccc(-c2ccccc2-c2nn[nH]n2)cc1`?
Runt-SMMHC FRET: 0; EBV gp42 inh: -7; 14-3-3 Bad inh: 0; p47phox inh: -14; Runt-CBFb FRET: 1

How did CN1CCCN=C1COC(=O)C(O)(c1ccccc1)C1CCCCC1 (configuration not stated) do in these assays?
zVAD death inh: -1.5; Runt-SMMHC FRET: 4; EBV gp42 inh: 7; 14-3-3 Bad inh: 42; p47phox inh: 27; Hck Nef HTS: -2; Runt-CBFb FRET: -1; Tb hexokinase: 6

Results for CC1Cc2ccccc2N1NC(=O)c1ccc(Cl)c(S(N)(=O)=O)c1 (configuration not stated) ?
zVAD death inh: 4.5; Runt-SMMHC FRET: 0; EBV gp42 inh: -9; 14-3-3 Bad inh: 4; p47phox inh: -1; Hck Nef HTS: -3; Runt-CBFb FRET: 1; Tb hexokinase: 4

What do the screens show for `Cc1cccc2c1NC(=O)C2(c1ccc(O)cc1)c1ccc(O)cc1`?
zVAD death inh: -0.2; Runt-SMMHC FRET: -1; EBV gp42 inh: -2; 14-3-3 Bad inh: 5; p47phox inh: -14; Hck Nef HTS: 1; Runt-CBFb FRET: -1; Tb hexokinase: -4; MDM2 E3 inh: -37

Results for CC(C)=CCOc1c2ccoc2cc2oc(=O)ccc12 ?
zVAD death inh: 6.8; Runt-SMMHC FRET: 3; EBV gp42 inh: -17; 14-3-3 Bad inh: -3[fluorescence artefact?]; p47phox inh: -8; Hck Nef HTS: 3; Runt-CBFb FRET: -2; Tb hexokinase: -6

What do the screens show for `CCC(NC(C)C)C(O)c1ccc(O)c2[nH]c(=O)ccc12` (configuration not stated)?
zVAD death inh: 0.8; Runt-SMMHC FRET: -1; EBV gp42 inh: 3; 14-3-3 Bad inh: 2; p47phox inh: -6; Hck Nef HTS: 4; Runt-CBFb FRET: 0; Tb hexokinase: -21

How did Cc1cncn1CCc1nc2c3ccccc3nc(SCC(=O)Nc3cccc(Cl)c3)n2n1 do in these assays?
zVAD death inh: 0.1; Runt-SMMHC FRET: 0; EBV gp42 inh: -1; 14-3-3 Bad inh: 1; p47phox inh: 50*; Hck Nef HTS: -1; Runt-CBFb FRET: -2; Tb hexokinase: -5; MDM2 E3 inh: -11

How did N#Cc1ccc(C(c2ccc(C#N)cc2)n2cncn2)cc1 do in these assays?
Runt-SMMHC FRET: -3; EBV gp42 inh: -7; 14-3-3 Bad inh: -3; p47phox inh: 5; Runt-CBFb FRET: 0

Compound activity as filed in PubChem BioAssay.

These rows are one share of the data (hit frequency here may not be typical).
